From PubChem BioAssay
LDHA inh: inhibitors of human lactate dehydrogenase A. activity change, % (values are at about 110 or 230 µM). actives 0.15% (n = 480,000). AID 1347041. P00338. purified LDHA, NADH/diaphorase-resazurin fluorescence; stronger effect = lower value; in the data active = activity change below about -30%; inconclusive = mostly about -25% to -30%;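 also: plate controls were DMSO wells for no effect and wells without enzyme for full effect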
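Human LDH5 (2 nM) was incubated with 0.06 mM NADH and 0.2 mM pyruvate for 5 min at room temperature in Tris pH 7.4. Remaining NADH was coupled through diaphorase/resazurin, and resorufin fluorescence was read at 0 and 20 min.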
Numbers without * were called inactive; u = inconclusive. These rows are one share of the data; rates above refer to the full screens.

SMILES	LDHA inh
Cc1cccc(-n2c3c(cc(C#N)c2=O)C(=O)CC(c2ccccc2)C3)c1C (stereo not drawn)	5
CCOC(=O)C(NC(=O)/C=C/c1ccc2cc(OC)ccc2c1)C(=O)OCC	29
CC(=O)Nc1ccc(NC2=C(C(=O)Nc3ccc(C)cc3)S(=O)(=O)c3ccccc32)cc1	-6
CC1CCc2nc(/C(C#N)=C\c3ccco3)sc2C1 (stereo not drawn)	-18
CC(NC(=O)CC12CC3CC(CC(C3)C1)C2)c1ccncc1 (stereo not drawn)	-4
O=C(Nc1nn(Cc2ccccc2F)cc1Cl)c1nc2ncccn2n1	5
Oc1ccc(C2(c3ccccc3)C=Cc3c(ccc4ccccc34)O2)cc1 (stereo not drawn)	10
O=C1CCCC2=C1C(c1ccsc1)CC(=O)N2c1ccccc1C(F)(F)F (stereo not drawn)	-2
Cn1cc(-c2nc(COc3cccc4c3OC(C)(C)C4)cs2)cn1	0
Cc1cc(-n2c(C)cc(C(=O)CSc3nnc(COc4ccccc4Cl)n3C)c2C)no1	-17
C/C=C/C=C/C(=O)OCc1nc2c(c(=O)[nH]c(=O)n2CCCC)n1C	9
CCCNc1c(NC(=O)c2ccc(OC)c(OC)c2)c(=O)oc2ccccc12	3
COc1ccc(-c2nc(C#N)c(NC3CCCCC3)o2)cc1	0
CCOP(=O)(OCC)c1nc(-c2cccc3ccccc23)oc1NC	3
COc1ccc(OC)c2sc(N3CCN(C(=O)C4CCCCC4)CC3)nc12	-24
S=c1[nH]nc(CCCOc2ccc(Cl)cc2Cl)n1CC1CCCO1 (stereo not drawn)	7
CN(C)c1ccc(NC(=O)c2ccccc2)cc1	14
COC(=O)[C@@]12C[C@@H](CC(=O)NCCCCc3ccccc3)C(=O)N(CCc3ccc(OC)c(OC)c3)C1=CCC(C)(C)C2	-6
CCCNc1c(NC(=O)Cc2ccc(OC)c(OC)c2)c(=O)oc2ccccc12	-3
O=C(Nc1ccc2c(c1)OCCCO2)c1ccccc1SCc1cccs1	11
COc1cccc(/C=N/O)c1O	8
CCc1ccc(C(=O)c2c(N)c(-c3nc4ccccc4[nH]3)c3ccccn23)cc1	4
COc1ccc(C(CNC(=O)c2n[nH]c(=O)c3ccccc23)N2CCCCC2)cc1 (stereo not drawn)	-14
CNC(=O)NC(=O)CN1CCCC(c2nc3ccccc3o2)C1 (stereo not drawn)	-5
CCCCCn1nc(C(=O)NC2(C)CCS(=O)(=O)C2)c2ccccc2c1=O (stereo not drawn)	5
COCCn1c(C)cc(C(=O)Cn2cnc3c2c(=O)n(C)c(=O)n3C)c1C	-7
O=C(OCCOc1ccccc1)c1ccccc1C(=O)c1ccc(Cl)cc1	4
CCCCN(Cc1ccccc1)c1ccc(NS(=O)(=O)c2ccc(CC)cc2)cc1C(=O)O	2
C=CCNc1nnc(-c2cccc3ccccc23)o1	37
Cc1nc2ccc(C(=O)OC(C)C(=O)NC3CC3)cc2nc1C (stereo not drawn)	2
C=CCn1c(C(C)n2c(-c3cnccn3)nc3ccccc32)nc2ccccc21 (stereo not drawn)	0
Cc1ccc(C2C(C#N)=C(N)OC3=C2C(=O)CC(c2ccccc2Cl)C3)cc1 (stereo not drawn)	1
COc1cc(C(=O)NCC2CCCO2)cc(Cl)c1OCCC(C)C (stereo not drawn)	8
S=C1NC2=C(CCc3ccccc32)C(c2ccccc2Cl)N1 (stereo not drawn)	9
Nc1nc(CN2CCN(C(=O)c3cc(F)cc(F)c3)CC2)nc2ccccc12	2
CCn1nc(C(=O)Nc2nccs2)c2ccccc2c1=O	2
COP(=O)(OC)c1nc(-c2ccco2)oc1NCc1ccc(C)cc1	6
C=C(Cl)COC(=O)c1ccc2c(c1)NC(=O)C(C)S2 (stereo not drawn)	2
COc1ccc(C(NC(=O)c2nc(-c3ccco3)sc2C)c2nccn2C)cc1 (stereo not drawn)	14
Cc1ccc(OCc2ccc(C(=O)Nc3cccc(C)c3)cc2)cc1	-2
Cc1nc(N2CCOCC2)cc(N2CCN(C(=O)c3cccc(C(F)(F)F)c3)CC2)n1	7
Brc1ccccc1-c1nn2c(CN3CCOCC3)nnc2s1	-10
C/C(=N\NC(=O)CCc1ccccc1)c1ccccc1	8
CCCc1ccc(C(=O)O)s1	13
CCN(CC)CCCNc1oc(/C=C/c2cccs2)nc1C#N	-4

Pulled one by one from above, 3 records:
SMILES	LDHA inh
CCN(CC)CCCNc1oc(/C=C/c2cccs2)nc1C#N	-4
Nc1nc(CN2CCN(C(=O)c3cc(F)cc(F)c3)CC2)nc2ccccc12	2
C/C(=N\NC(=O)CCc1ccccc1)c1ccccc1	8

More entries follow:
SMILES	LDHA inh
Cc1onc(-c2ccccc2F)c1C(=O)NCc1cccs1	1
COc1ccccc1-c1nnc2ccc(Oc3cccc(NC(C)=O)c3)nn12	4
Cc1cc(C)c(/C=N/NC(=O)c2csc3ccccc23)c(C)c1	-4
CCCCOCCCNC(=O)CCC(=O)NC1CCCCCCCCCCC1	0
Cc1csc(NC(=O)CCNC(=O)c2ccsc2)n1	-8
COC(=O)C(C)Sc1nnc(Nc2ccccc2F)s1 (stereo not drawn)	1
Cc1ccccc1-c1noc(-c2nnn(-c3ccc(F)cc3)c2C)n1	3
O=C(/C(C=Nc1ccccc1Cl)=C(/O)c1ccco1)C(F)(F)F	-1
O=C(Nc1nc2cc3c(cc2s1)OCCCO3)c1cccc(Cl)c1Cl	7
CCCCN(CCCC)c1nc2ccccc2nc1C(C#N)C(=O)OC(C)C (stereo not drawn)	-5
COc1ccc(C(=O)OCC(=O)NCC(F)(F)F)cc1	2
Cc1cccc(NC(=S)NCCc2ccccc2)c1	8
CCCn1nnc(NC(=O)c2ccccc2OC)n1	5
NC(=S)NNc1ccccc1	-7
Cc1csc(NC(=O)CCc2ncc(-c3ccccc3Cl)o2)n1	-5
C=C(C)COc1ccc2cc(-c3ccc(OC)cc3OC)c(=O)oc2c1	3
COc1cc(/C=C2/NC(=O)NC2=O)cc(Br)c1OCc1cccc(F)c1	10
CC(=O)Nc1ccccc1OC1=N[S+](=O)([O-])c2ccccc21	-1
O=C(NCC1OCCc2ccccc21)c1ccccc1Br (stereo not drawn)	3
Cc1ccc(Cn2nnc3c(=O)n(CC(=O)N4CCCCCC4)cnc32)cc1	2
COc1ccc(Cl)cc1NC(=O)[C@H]1C[C@@H]2CCCN2[C@]12C(=O)Nc1c(Cl)cc(C)cc12	3
Nc1ccc(OCCCl)c(OCCCl)c1	20
CC(C)[C@H](NC(=O)OC(C)(C)C)c1cc(C(=O)N[C@@H](C)c2ccccc2)c(N)s1	2
O=C(CSc1nnc2ccccn12)c1ccc(Cl)cc1Cl	3
CCn1c(SCc2ccccc2Cl)nnc1-c1ccccn1	1
Cc1ccc(C)c(OCC(O)Cn2nnc(-c3cccnc3)n2)c1C (stereo not drawn)	3
Cc1ccc2oc(=O)cc(CN(C)CCO)c2c1	3
Cc1sc2nc(C(C)Sc3nnnn3C3CCCC3)[nH]c(=O)c2c1C (stereo not drawn)	1
CCCc1c(-c2cccc(Cl)c2)ncn1Cc1ccccc1OC	4
COC(=O)C1(C(=O)OC)c2ccccc2N(S(=O)(=O)c2ccc(C)cc2)C1CC(C)=O (stereo not drawn)	-2

A second format for part of the listing above:
structure: C=C(C)COc1ccc2cc(-c3ccc(OC)cc3OC)c(=O)oc2c1
  LDHA inh: 3
structure: O=C(OCCOc1ccccc1)c1ccccc1C(=O)c1ccc(Cl)cc1
  LDHA inh: 4
structure: CC(NC(=O)CC12CC3CC(CC(C3)C1)C2)c1ccncc1 (stereo not drawn)
  LDHA inh: -4
structure: CCN(CC)CCCNc1oc(/C=C/c2cccs2)nc1C#N
  LDHA inh: -4

The listing continues:
SMILES	LDHA inh
C#CCOc1ccc2ccccc2c1C=O	8
Cc1ccc(OCCn2nc(C(=O)O)c3ccccc3c2=O)cc1	11
CC1CCN(S(=O)(=O)c2ccc3c(c2)CCN3C(=O)Nc2ccc(F)cc2)CC1	0
Cc1ccccc1OCCOc1ccc2ccc(=O)oc2c1	0
CC(c1ccccc1)N(C)C(=O)c1nn(C)c(=O)c2ccccc12 (stereo not drawn)	-25
O=C(CN1CCN(CC(=O)NC2CCCCC2)CC1)Nc1ccc(Cl)c(C(F)(F)F)c1	-6
O=C(Cc1cccc(F)c1)OCc1cc(-c2ccccc2)on1	3
O=C(CCc1c[nH]c2ccccc12)NCc1cccs1	-1
Cc1c(NC(=O)c2ccc([N+](=O)[O-])o2)cccc1-c1nc2ccccc2o1	1
CC1CCCN(C(=O)/C=C/c2cccs2)C1 (stereo not drawn)	-16
Cc1ccc(C(=O)NCCn2nc(-c3ccc(Cl)cc3)ccc2=O)cc1C	0
CCCn1nc(C(=O)OCC(=O)N2c3ccccc3CC2C)c2ccccc2c1=O (stereo not drawn)	0
COC(=O)C1=CN(Cc2ccc(OC)cc2)C=C(C(=O)OC)C1c1ccccc1OC(C)C	1
O=c1cc(CSc2ccc3c(c2)OCCO3)c2c(ccc3ccccc32)o1	15
COc1ccc2c(c1)N(S(=O)(=O)c1ccc(F)cc1)C(C)(C)C=C2C	1
CC(C)C[C@H]1CN(CCCC[C@@H]2CNC(=O)C(=O)N2CC2CCCCC2)C(=O)C(=O)N1CCC1CCCCC1	1
O=C(CC1CCCO1)NC(c1cccs1)C1CCCC1 (stereo not drawn)	5
Cn1c(=O)[nH]c(=O)c2c1nc(N1CCC(Cc3ccccc3)CC1)n2CCCc1ccccc1	-2
CCCCNCc1ccccc1C(F)(F)F	9
CC(C)=CC(=O)N(Cc1ccco1)C1CC1	0
Cc1ccccc1CNC(=O)c1cc2c(s1)CCCC2	5
CN(CC(=O)NC1CCCC1)Cc1cccc(C#N)c1	8
COc1ccc(/C=C/C(=O)NCc2ccccc2)cc1	9
CN(Cc1cccc(C(N)=O)c1)C(=O)c1nn(-c2ccccc2)c(=O)c2ccccc12	-2
O=CC(Cl)=C(Sc1ccc(Cl)cc1)Sc1ccc(Cl)cc1	-17
Cc1ccc(CNC(=O)C2CCN(S(=O)(=O)/C=C/c3ccccc3)CC2)cc1	-3
Cc1cccc(C)c1NC(=O)C1(C)CSCC(=O)N1CCc1ccccc1 (stereo not drawn)	-4
COc1ccc(OC)c(C2CC(=O)Nc3c2c(C)nn3-c2ccc3nnc(C)n3n2)c1 (stereo not drawn)	-24
CC(C)(C)N1C(=O)c2ccccc2NC(=O)C1C(=O)Nc1ccc2c(c1)OCCO2 (stereo not drawn)	0
CCN(CCC(=O)OC)C(=O)CCCOc1cccc(C(C)=O)c1	-2

Shown as comma-separated lines: five of the compounds above
Compound,LDHA inh
COc1ccc(/C=C/C(=O)NCc2ccccc2)cc1,9
CC(C)C[C@H]1CN(CCCC[C@@H]2CNC(=O)C(=O)N2CC2CCCCC2)C(=O)C(=O)N1CCC1CCCCC1,1
CCN(CCC(=O)OC)C(=O)CCCOc1cccc(C(C)=O)c1,-2
O=CC(Cl)=C(Sc1ccc(Cl)cc1)Sc1ccc(Cl)cc1,-17
COc1ccc(OC)c(C2CC(=O)Nc3c2c(C)nn3-c2ccc3nnc(C)n3n2)c1 (stereo not drawn),-24

Continuation:
SMILES	LDHA inh
Cc1nc(-c2cc3ccc(OC(=O)C(C)C)cc3oc2=O)cs1	0
CCSc1nc2n(n1)C(c1cccs1)C1=C(CCCC1=O)N2 (stereo not drawn)	7
COc1cc(CC(=O)OCC(=O)Nc2ccc(OC(F)F)cc2)cc(OC)c1OC	3
O=CNc1cccc(O)c1	1
COc1cccc(-c2nc(CS(=O)(=O)CC(=O)NCc3cccnc3)c(C)o2)c1	-34*
COC(=O)c1ccc(COc2ccc3c(-c4ccc(F)cc4)noc3c2)cc1	-4
CC(Sc1ncc(C(F)(F)F)cc1Cl)C(=O)NC(C)c1ccc(F)cc1 (stereo not drawn)	1
C[C@H](NC(=O)[C@@H]1Cc2ccccc2CN1C(=O)OC(C)(C)C)C(=O)Nc1ccc2c(c1)OCCO2	10
O=C(Nc1ccc(NC2CCCCC2)cc1)c1nc(Cl)ccc1Cl	11
O=C(Nc1ccc(I)cc1)C1CCCCC1	6
Cc1ccc(Nc2nc(N(C)C)nc3nccnc23)c(C)c1	4
CCOc1ccc(-c2cc3c(=O)n(CC(=O)NCc4ccco4)ccn3n2)cc1	-24
COc1cccc(Oc2coc3cc(OC(=O)c4ccco4)ccc3c2=O)c1	1
COc1ccc(OCCNC(=O)c2n[nH]c(=O)c3ccccc23)cc1	1
CCCC[C@@H]1CNC(=O)C(=O)N1CC1CCCCC1	2
Cc1noc(C)c1CS(=O)(=O)c1ccc(F)cc1	0
CCOC(=O)C1CCN([C@H]2CS(=O)(=O)C[C@@H]2S(=O)(=O)c2ccc(OC)cc2)CC1	5
CC(C)C[C@H](NC(=O)NCCc1ccccc1F)C(=O)O	-13
CC(C)CSc1nnc(SCC(=O)NCc2ccccc2)s1	10
CCCCNC(=O)COC(=O)Cc1nn(C)c(=O)c2ccccc12	16
Cc1cc(C)cc(C(=O)N(CC#N)C2CC2)c1	-10
CC(C)c1noc(C(C)Nc2ccc3oc(C4CC4)nc3c2)n1 (stereo not drawn)	101
Cc1ccc(C(O)CNC(=O)Nc2ccc(C)cc2C)cc1 (stereo not drawn)	10
CCOc1ccc(-c2cc(C(=O)NCc3ccncc3)c3ccccc3n2)cc1	15
O=C(NCCc1ccccc1)Nc1c(NC2CCCC2)c2ccccc2oc1=O	-2
Cc1ccccc1NC(=O)C(Sc1ccccc1)c1ccccc1 (stereo not drawn)	6
O=C(Nc1cccc(F)c1)Nc1c(NC2CCCCC2)c2ccccc2oc1=O	12
CCN(CC(=O)NC)S(=O)(=O)c1cccc2cc(C)cnc12	u
CCCC(=O)N1CCN(CCNc2cc(=O)oc3ccccc23)CC1	15
CN(C)C(=O)c1ccc(NC(=O)COc2ccc(-c3ccc(Br)cc3)cc2)cc1	-2
COCCn1c(-n2nc(C)c(C)c2C)nc2c1c(=O)n(C)c(=O)n2C	-3
